# Abeta rescue: restores growth of yeast expressing A-beta42 peptide; yeast expressing A-beta42, growth rescue, OD600, 48 h; response scale: 0% DMSO, 100% iron-clioquinol control; Potency, µM (doses to about 46.1 µM), for inactives: at the top dose growth rescue, usual class: activators; 410,000 compounds, 0.063% hits; also: potency is read from the fitted curve at half-maximal effect; nearly all actives have a fitted effect of over 55% in size
#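 Yeast growth medium received pinned compounds, then yeast cells expressing toxic A-beta were added; plates incubated at 30 C for 48 hr. Growth read as absorbance at 600 nm, normalized to DMSO and equimolar FeCl3 plus clioquinol controls.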
# WRN inhibitor: inhibitors of human WRN helicase | WRN helicase unwinding, fluorescent forked duplex, kinetic | Q14191 | 360,000 compounds, 0.46% hits | Potency, µM (titrated, usually from 114 µM), for the others: at the highest dose activity change, negative = inhibition, usual class: inhibitors; also: potency is read from the fitted curve at half-maximal effect; % is scaled to controls: 0 for no effect and ±100 for the full control effect; nearly all actives have a fitted effect of over 55% in size
# Target sequence (Q14191 whole entry, looked up): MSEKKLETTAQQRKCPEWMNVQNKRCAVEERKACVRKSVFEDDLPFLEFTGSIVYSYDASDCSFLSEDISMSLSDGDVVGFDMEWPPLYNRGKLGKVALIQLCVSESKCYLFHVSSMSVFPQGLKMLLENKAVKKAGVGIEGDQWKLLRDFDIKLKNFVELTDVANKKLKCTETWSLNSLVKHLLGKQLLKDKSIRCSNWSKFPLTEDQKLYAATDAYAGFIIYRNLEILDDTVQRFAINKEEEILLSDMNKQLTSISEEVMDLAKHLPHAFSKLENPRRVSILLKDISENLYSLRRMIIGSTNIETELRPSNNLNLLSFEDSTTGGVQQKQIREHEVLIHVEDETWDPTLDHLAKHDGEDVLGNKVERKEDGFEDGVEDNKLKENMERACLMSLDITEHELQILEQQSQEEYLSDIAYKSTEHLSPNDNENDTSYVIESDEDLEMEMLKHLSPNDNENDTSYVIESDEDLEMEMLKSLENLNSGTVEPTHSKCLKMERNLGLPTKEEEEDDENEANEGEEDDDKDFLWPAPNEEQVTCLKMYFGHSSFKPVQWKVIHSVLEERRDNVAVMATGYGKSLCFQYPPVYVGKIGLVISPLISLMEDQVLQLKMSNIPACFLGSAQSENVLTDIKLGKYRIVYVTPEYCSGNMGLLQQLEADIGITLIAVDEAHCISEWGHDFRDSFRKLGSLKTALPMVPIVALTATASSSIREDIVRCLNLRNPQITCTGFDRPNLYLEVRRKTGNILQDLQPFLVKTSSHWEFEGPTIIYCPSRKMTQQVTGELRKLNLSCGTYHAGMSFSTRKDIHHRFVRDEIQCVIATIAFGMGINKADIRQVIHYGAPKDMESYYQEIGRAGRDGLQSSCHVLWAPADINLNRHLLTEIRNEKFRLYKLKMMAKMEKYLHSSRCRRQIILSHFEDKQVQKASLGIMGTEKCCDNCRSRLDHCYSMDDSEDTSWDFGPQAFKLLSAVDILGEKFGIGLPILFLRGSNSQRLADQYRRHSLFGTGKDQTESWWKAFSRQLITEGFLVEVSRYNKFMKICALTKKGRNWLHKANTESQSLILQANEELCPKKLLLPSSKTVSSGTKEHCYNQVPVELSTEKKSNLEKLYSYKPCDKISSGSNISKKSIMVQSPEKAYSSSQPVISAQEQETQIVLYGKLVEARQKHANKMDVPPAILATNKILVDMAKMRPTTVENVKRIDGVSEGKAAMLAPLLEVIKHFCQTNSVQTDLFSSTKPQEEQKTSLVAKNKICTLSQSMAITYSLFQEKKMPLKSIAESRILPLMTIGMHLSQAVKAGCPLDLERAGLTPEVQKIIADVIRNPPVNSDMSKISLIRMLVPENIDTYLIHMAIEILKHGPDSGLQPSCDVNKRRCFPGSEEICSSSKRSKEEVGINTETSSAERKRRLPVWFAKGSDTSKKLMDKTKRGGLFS
#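 Screening of the MLSMR collection measured strand separation of a quenched forked DNA duplex (100 nM) by 20 nM WRN with 2 mM ATP, all final. Compounds were preincubated with enzyme 15 min at room temperature.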
# EPAC1 antagonist: EPAC1 (human) antagonism. 360,000 compounds, 0.14% hits. EPAC1 GEF assay, Rap1b-BODIPY-GDP exchange fluorescence. Potency, µM (titrated, usually from 115 µM), for the others: top-dose activity change, negative = inhibition, hits mostly inhibitors. O95398. AID 720709;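 also: potency is read from the fitted curve at half-maximal effect; plate controls were vehicle for no effect and positive control for full effect; nearly all actives have a fitted effect of over 50% in size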
# EPAC1 ag: activates human EPAC1 exchange factor | O95398 | EPAC1 agonist qHTS, biochemical assay; response scale: 100% = response to 6.5 mM cAMP | Potency, µM (highest dose often 154 µM), inactives show top-dose activation, most hits filed as activators | 360,000 compounds, 0.073% hits; also: potency is read from the fitted curve at half-maximal effect; nearly all actives have a fitted effect of over 60% in size
#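 Normalized to 6.5 mM cAMP, activity reflects EPAC1-catalysed release of BODIPY-GDP from Rap1B, followed kinetically over 30 min at 480 nm excitation, 540 nm emission. Reaction contained 100 nM EPAC1, 250 nM Rap1B-BODIPY-GDP, 50 uM GDP.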
# PI5P4K alpha inh: PI5P4K alpha (human) kinase inhibition. P48426. PI5P4Kalpha enzyme, ADP-Glo luminescence, 60 min; stronger effect = lower value. max response, %. 330,000 compounds, 1.2% hits. AID 652105; active = max response of -50% or lower; inconclusive = between -30% and -50%; inactive = -30% or higher; also: value at the top dose of about 77 µM; % is scaled to controls: 0 for no effect and ±100 for the full control effect
#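 Reactions run in 0.038 M HEPES pH 7.4, 0.28 mM EGTA, 0.1% CHAPS and 5% DMSO, with PI5P4Kalpha, substrate, compound and 5 microM ATP final, one hour at room temperature. Readout is ADP-Glo luminescence.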
# IL2 activator: IL-2 activation. IL-2 activation reporter assay, cell-based qHTS; stimulated with anti-CD3/CD4/CD28 beads; in transgenic mouse T cells. activation, % (series mostly up to about 46 µM). 360,000 compounds, 0.065% hits. AID 652025; in the data active = activation above about 50%; inconclusive = mostly about 30% to 49%; also: 0% is about no effect
#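 First, unstimulated transgenic mouse T cells were exposed to compound for 60 min. Next, anti-CD3/anti-CD4-coated beads with anti-CD28 were added. Finally, after 18 h at 37 degrees C, EGFP and DsRed were imaged.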
# FUS yeast rescue: FUS proteinopathy suppression in yeast; S. cerevisiae FUS-expressing, growth rescue, OD600, 24 h; Potency, µM (series often up to 76.6 µM), for the others: at the top dose growth rescue (activation), actives largely listed as activators; 390,000 compounds, 0.24% hits; AID 1347120;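 also: potency is read from the fitted curve at half-maximal effect; plate controls were DMSO vehicle for no effect and reference control for full effect; nearly all actives have a fitted effect of over 55% in size; some results filed as inactive show a strong effect at the top dose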
#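 Yeast FUS proteinopathy model; galactose-induced FUS (2%), starting OD 0.005. Cpds in dilution series, 24hr, 30C, 99% humidity. Abs 600 nm growth. Pos ctrl CP55940 (top 92uM final); neg ctrl DMSO.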
# PLK1 PBD block: blocks phosphopeptide binding to human PLK1 polo-box domain; P53350; Plk1 PBD binding of FITC phosphopeptide, fluorescence polarization; Potency, µM, without a hit: max response, negative = inhibition, hits mostly inhibitors; 360,000 compounds, 2.8% hits; also: potency is read from the fitted curve at half-maximal effect; series mostly up to about 57 µM; % is scaled to controls: 0 for no effect and ±100 for the full control effect; nearly all actives have a fitted effect of over 65% in size
# The depositor's hits bear a star; ? = inconclusive; nt = no result given; [ ] = dose if it differs, or a comment. Unless noted, calls follow the shape of the dose curve; as a rule, active = well fitted curve in the direction sought with a large enough effect; inconclusive = small, poorly fitted or top-dose-only effect, or another doubt; inactive = no such curve, though single readings can be large; an effect the other way counts as inactive or inconclusive.
# The first two entries, ahead of the listing:
SMILES,Abeta rescue,WRN inhibitor,EPAC1 antagonist,EPAC1 ag,PI5P4K alpha inh,IL2 activator,FUS yeast rescue,PLK1 PBD block
CCCCCCOC1(c2ccccc2)OC(=O)c2ccccc21 (stereo not given),?,-1%,-4%,-3%,5,-0.5,nt,12%
O=C(c1n[nH]c2ccccc12)N1CCN(c2ccc(F)cc2)CC1,7%,3%,12%,-6%,5,-0.1,11%,-14%

# Main list, previewed entries included:
SMILES,Abeta rescue,WRN inhibitor,EPAC1 antagonist,EPAC1 ag,PI5P4K alpha inh,IL2 activator,FUS yeast rescue,PLK1 PBD block
CCCCCCOC1(c2ccccc2)OC(=O)c2ccccc21 (stereo not given),?,-1%,-4%,-3%,5,-0.5,nt,12%
O=C(c1n[nH]c2ccccc12)N1CCN(c2ccc(F)cc2)CC1,7%,3%,12%,-6%,5,-0.1,11%,-14%
COc1cc(CNC(C)(C)C)ccc1OCC(=O)NC(C)(C)C,-26%,-5%,-38%,4%,-1,8.5,8%,-14%
CCOC(=O)c1c(N)sc(C(N)=O)c1C,8%,-11%,2%,2%,-4,-1.1,-4%,?
Cc1cc(C)n2nc(C(=O)OC(C)C(=O)c3cc(C)c(C)cc3C)nc2n1 (stereo not given),-35%,-9%,-31%,5%,6,-4.1,4%,-8%
CC(C)(C)[C@H]1COC(=O)CC/C=C\C[C@H](CC(=O)N(CCO)Cc2ccccc2)C(=O)N1,-16%,6%,6%,3%,-6,0.3,-9%,-15%
COc1ccc(Br)cc1CN(C)CC(=O)Nc1cc(Cl)cc(Cl)c1,35%,-25%[57.1 µM],8%,-7%,22,-0.6,16%,10%
CC1CCCCC1NC(=O)CCn1ccc2cc(S(=O)(=O)N3CCCC3)ccc21 (stereo not given),4%,3%,-16%,5%,-2,-5.4,19%,-6%
COc1ccc(C(=O)OCC(=O)NC2CCCCCC2)c(OC)c1,-4%,-12%,7%,-21%,-5,0.1,29%,-8%
COc1cccc(C(=O)N2N=C(c3ccccn3)CC2(O)C(F)(F)F)c1 (stereo not given),2%,3%,-12%,-2%,-10,0.1,4%,-10%
COc1ccccc1/C=C/C=N/n1c(-c2cc(C)[nH]n2)n[nH]c1=S,17%,5%,-5%,-4%,-1,2.9,nt,-16%
Cc1csc(NC(=O)c2cc3c(s2)-c2ccccc2OC3)n1,3%,-3%,-7%,-2%,4,-0.2,8%,2%
CCOc1ccc(C2Oc3nc(SC)nnc3-c3ccccc3N2C(C)=O)cc1OC (stereo not given),-12%,-2%,-21%,0%,0,-0.7,-9%,-6%
Nc1nnc(-c2cn(-c3ccccc3)nc2-c2ccc(Cl)cc2)o1,-6%,7%,8%,0%,3,-0.4,7%,-5%
CNC(=O)c1[nH]cnc1C(=O)Nc1cccc(Cl)c1,-13%,4%,4%,-12%,-1,0.8,-5%,-3%
CN(C(=O)COC(=O)c1ccccc1NC(=O)c1ccco1)C1CCS(=O)(=O)C1 (stereo not given),-12%,8%,7%,-5%,3,0.5,-9%,-8%
O=C(COC(=O)c1cc(=O)[nH]c2ccccc12)NC1CCCCCCC1,-2%,-7%,-8%,1%,-5,-1.4,7%,2%
CCN(CC(=O)NCc1cccs1)C(=O)c1ccc(S(=O)(=O)Nc2ccccc2)cc1,0%,1%,-4%,?,8,1.6,14%,5%
O=C(Cc1ccc(-n2cccc2)cc1)NCc1ccccc1Cl,-6%,-4%,-7%,-3%,-18,-3.3,0%,1%
Cc1onc(-c2c(Cl)cccc2Cl)c1C(=O)NNC(=O)c1c(-c2c(Cl)cccc2Cl)noc1C,10%,-23%,-13%,-8%,-5,0.7,-41%,3%
O=C(Nc1c(Cl)cc(Cl)cc1C(=O)NCc1cccnc1)c1ccc(Cl)cc1Cl,-9%,8%,2%,-5%,-9,1.5,10%,2%
O=C(Oc1ccc(-c2cnc3ccccc3n2)cc1)c1ccc(Br)o1,8%,-8%,6%,-1%,nt,-2.9,?,-9%
Cc1ccc(NC(=O)C2CCN(c3nc(C)cc(C)n3)CC2)cc1,-7%,0%,-21%,4%,-2,0.1,-1%,-5%
Cc1ccc(OCC(=O)N2CCCCC2)c(Br)c1,13%,-15%,-11%,6%,nt,-0.3,0%,-1%
CC1CCCCC1NC(=O)C1CCN(S(=O)(=O)N2CCOCC2)CC1 (stereo not given),3%,-4%,0%,5%,nt,0.8,-14%,-2%
COc1cc(C)nc(N(C)C(C)=O)n1,-21%,-1%,-12%,2%,19,-1.1,0%,6%
COc1ccc([C@H]2CC(=O)C=C(c3ccccc3C(F)(F)F)C2)cc1,21%,-5%,-14%,-3%,11,-0.5,35%,-1%
O=C(CSc1nccc(=O)[nH]1)NC1CCCCCC1,-2%,-1%,-5%,-1%,2,-4.3,nt,-4%
CCCN(CC(=O)Nc1ccccc1Br)CC(=O)Nc1ccc(F)c(F)c1F,20%,-15%,-4%,-4%,1,-0.1,15%,-2%
O=S(=O)(c1cccs1)N1CCN(Cc2ccccc2)CC1,1%,-5%,-12%,11%,nt,-1.0,22%,-3%

# An excerpt from above in order of length of the SMILES, smallest number first:
SMILES,Abeta rescue,WRN inhibitor,EPAC1 antagonist,EPAC1 ag,PI5P4K alpha inh,IL2 activator,FUS yeast rescue,PLK1 PBD block
COc1cc(C)nc(N(C)C(C)=O)n1,-21%,-1%,-12%,2%,19,-1.1,0%,6%
Cc1ccc(OCC(=O)N2CCCCC2)c(Br)c1,13%,-15%,-11%,6%,nt,-0.3,0%,-1%
O=C(CSc1nccc(=O)[nH]1)NC1CCCCCC1,-2%,-1%,-5%,-1%,2,-4.3,nt,-4%
CNC(=O)c1[nH]cnc1C(=O)Nc1cccc(Cl)c1,-13%,4%,4%,-12%,-1,0.8,-5%,-3%
O=C(Cc1ccc(-n2cccc2)cc1)NCc1ccccc1Cl,-6%,-4%,-7%,-3%,-18,-3.3,0%,1%
Cc1ccc(NC(=O)C2CCN(c3nc(C)cc(C)n3)CC2)cc1,-7%,0%,-21%,4%,-2,0.1,-1%,-5%
Nc1nnc(-c2cn(-c3ccccc3)nc2-c2ccc(Cl)cc2)o1,-6%,7%,8%,0%,3,-0.4,7%,-5%
O=C(COC(=O)c1cc(=O)[nH]c2ccccc12)NC1CCCCCCC1,-2%,-7%,-8%,1%,-5,-1.4,7%,2%
CCCN(CC(=O)Nc1ccccc1Br)CC(=O)Nc1ccc(F)c(F)c1F,20%,-15%,-4%,-4%,1,-0.1,15%,-2%
COc1ccc([C@H]2CC(=O)C=C(c3ccccc3C(F)(F)F)C2)cc1,21%,-5%,-14%,-3%,11,-0.5,35%,-1%
O=C(Nc1c(Cl)cc(Cl)cc1C(=O)NCc1cccnc1)c1ccc(Cl)cc1Cl,-9%,8%,2%,-5%,-9,1.5,10%,2%
CN(C(=O)COC(=O)c1ccccc1NC(=O)c1ccco1)C1CCS(=O)(=O)C1 (stereo not given),-12%,8%,7%,-5%,3,0.5,-9%,-8%
CCN(CC(=O)NCc1cccs1)C(=O)c1ccc(S(=O)(=O)Nc2ccccc2)cc1,0%,1%,-4%,?,8,1.6,14%,5%
Cc1onc(-c2c(Cl)cccc2Cl)c1C(=O)NNC(=O)c1c(-c2c(Cl)cccc2Cl)noc1C,10%,-23%,-13%,-8%,-5,0.7,-41%,3%

# The list continues:
SMILES,Abeta rescue,WRN inhibitor,EPAC1 antagonist,EPAC1 ag,PI5P4K alpha inh,IL2 activator,FUS yeast rescue,PLK1 PBD block
COc1cccc(CN2CCN(CC(=O)NCCc3ccccc3)CC2)c1,-5%,-3%,-15%,-2%,2,-1.1,2%,2%
O=C(c1ccccc1)c1cnc2ccc(Cl)cc2c1N1CCOCC1,4%,3%,-6%,23%,-5,-2.1,-21%,-5%
Cc1cccc(C(=O)NC(=S)NCc2ccccc2)c1,?,-1%,-15%,3%,6,-3.7,4%,1%
COc1cc(/C=C2/C(=O)NN(c3ccc(Cl)c(Cl)c3)C2=O)cc([N+](=O)[O-])c1O,?,50µM*,?,0%,-88*,-2.1,1%,12µM*
COc1ccc(CNCC(O)(c2ccc(F)cc2)c2ccc(F)cc2)cc1,12%,1%,-7%,2%,2,-0.2,12%,-8%
O=C(Nc1cccnc1)C1OCCc2ccccc21 (stereo not given),0%,4%,3%,-7%,-2,-1.9,-4%,-19%
Cc1cccc(NC(=O)C2c3ccccc3Oc3ccccc32)n1,0%,2%,-6%,8%,0,0.1,11%,-10%
Cc1cc(C)c(C#N)c(SCc2ccc(C#N)cc2)n1,-14%,5%,6%,2%,11,-0.3,9%,-2%
C=CCNc1oc(/C=C/c2ccccc2)nc1C#N,2%,-8%,4%,3%,nt,-2.7,13%,-5%
O=C(NCc1ccccc1)NC(=O)c1ccccc1F,0%,-1%,18%,13%,-5,-0.5,11%,-2%
CC(=O)N(Cc1ccccn1)Cc1ccco1,-5%,3%,6%,-9%,-4,-2.4,6%,4%
Cc1cc(C)nc(SCC(=O)Nc2ccc(N3CCOCC3)c(Cl)c2)n1,6%[9.22 µM],-18%,-6%,7%,-8,-4.2,-36%,-4%
O=C(COc1ccccc1)N(Cc1ccco1)c1ccc(O)cc1,18%,-25%[57.1 µM],1%,1%,2,6.9,-20%,-9%
Cc1noc(C)c1COc1ccc(C(=O)OCC(=O)NCCN2C(=O)CSC2=O)cc1,11%,-24%,-27%,-2%,1,-0.5,11%,-12%
CCOc1ccc(NC(=O)CN(c2ccc(C)cc2)S(=O)(=O)c2c(C)nn(C)c2C)cc1,3%,4%,-13%,-21%,5,0.1,-8%,4%
CCCCCCOc1ccc(C(CC(=O)NC)C(=O)O)cc1 (stereo not given),-14%,4%,-2%,-5%,0,-0.7,11%,0%
CS(=O)(=O)N(CC(=O)Nc1ccc(Br)cc1F)C1CCCCC1,13%,0%,-5%,4%,-4,-0.3,-2%,-11%
Cc1ccccc1OCC(O)Cn1c(=N)n(Cc2ccccc2)c2ccccc21 (stereo not given),4%,0%,3%,1%,4,-2.1,?,-1%
CCCCc1nnc(NC(=O)C23CC4CC(CC(NC(C)=O)(C4)C2)C3)s1,6%,4%,-29%,0%,-6,-3.3,14%,-16%
